TAG inh: reduces triacylglycerol accumulation in H9c2 cells; Nile Red lipid (TAG) fluorescence; cells loaded with 200 µM oleic acid; inhibition, % at 12.5 µM; 230,000 tested, 0.66% active;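 active = pattern-corrected inhibition of lipid staining of at least 50% with the nuclear-stain viability signal not falling by more than 50%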;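 also: 0% = DMSO wells and 100% = triacsin C control wells; some results filed as inactive read as strong as hits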
TAG inh DAPI viability: recorded beside TAG inh, whose call it bears; DAPI nuclei signal change (viability), lower = more cytotoxic, %;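 whole-well DAPI fluorescence read on a plate reader as a viability signal; minus 50 percent equals half of cells still viable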
Starred values were filed as active, the others as inactive. Some of the compounds tested (hit frequency here may not be typical).

(1) O=C1C(Cc2ccccc2)Nc2ncnc(N3CCCCC3)c2N1Cc1ccccc1 (stereo not given)
(2) Cc1ccc(S(=O)(=O)CS(=O)(=O)c2ccc(C)cc2)cc1
(3) O=C(COC(=O)CC1CCCCC1)Nc1c(Cl)cccc1Cl
(4) O=C(NC1CCCCCCC1)c1ccccc1O
(5) CCOc1ccc(CC2CC(=O)NC2=O)cc1 (stereo not given)
(6) CCN1C(=O)NC2=C(C(=O)c3ccccc32)C1c1ccccc1F (stereo not given)
(7) Cc1ccc2c(C(=O)CCl)c(C)[nH]c2c1
(8) Cc1ccccc1OCCC(=O)OCC(=O)N1CCN(S(=O)(=O)c2ccc(Cl)cc2)CC1
screen / no.	1	2	3	4	5	6	7	8
TAG inh	-10	7	-28	7	-4	-19	7	4
TAG inh DAPI viability	1	-1	6	-3	26	3	-8	-3

(9) O=C(Cn1cnc2c(nnn2Cc2ccccc2)c1=O)NCC1CCCO1 (stereo not given)
(10) COc1ccc(CN(C(=O)c2ccc(CN3CCOCC3)o2)C(C(=O)NCC2CCCO2)c2ccc(F)cc2)cc1 (stereo not given)
(11) CCOC(=O)C1CCN(S(=O)(=O)c2cccc(-c3cn4cc(Cl)ccc4n3)c2)CC1
(12) COc1cccc(-n2c(=O)[nH]cc(C(=O)Nc3ccc4c(c3)OCCO4)c2=O)c1
(13) C=CCC[C@H](Cc1ccc(F)cc1)C(=O)OC[C@H](C)NC(=O)[C@H](CC=C)CC(=O)NCCO
(14) COCc1c(C(=O)NCC2COc3ccccc3O2)oc2ccccc12 (stereo not given)
(15) CCC(C)Sc1ccc(-c2nc3ccc(C)cn3c2NCc2ccccc2)cc1OC (stereo not given)
(16) CCC(C)NC(=O)C1CCN(S(=O)(=O)c2cccc3cccnc23)CC1 (stereo not given)
screen / no.	9	10	11	12	13	14	15	16
TAG inh	-6	7	-8	-3	11	-8	3	6
TAG inh DAPI viability	2	3	-2	1	-2	0	1	13

(17) Cc1cc(S(=O)(=O)NCc2ccccc2)ccc1OCC(=O)N1CCOCC1
(18) Cc1nn(CC(=O)N2CCN(C(=O)c3ccco3)CC2)c(C)c1[N+](=O)[O-]
(19) N#CCCCSc1nnc(-c2ccccn2)o1
(20) O=C(O)CC1S/C(=N\N=C2CCCCCC2)N(c2ccccc2)C1=O (stereo not given)
(21) CCN1CCN(S(=O)(=O)c2ccc(Cl)c(C(=O)NC(C)(C)C)c2)CC1
(22) Cc1cccc(Cc2cnc(N3C(=N)SC(C)C3=O)s2)c1 (stereo not given)
(23) CCn1cc(CN2CCC(C(=O)Nc3cccc(-c4cccc(OC)c4)c3)CC2)cn1
(24) CC(C)(C)c1ccc(OCCC(=O)Nc2ccc(N3CCOCC3)cc2N2CCOCC2)cc1
screen / no.	17	18	19	20	21	22	23	24
TAG inh	39	3	7	-7	2	7	20	33
TAG inh DAPI viability	-9	-2	5	5	3	-1	-6	1

(25) CC(=O)c1ccc(Sc2ccccc2)c([N+](=O)[O-])c1
(26) COC(=O)c1cc(C)nc(Sc2ccccc2NC(C)=O)n1
(27) CCOc1ccc2[nH]c(=O)c(=O)[nH]c2c1
(28) CSc1nc(NCCCO)c2c3c(sc2n1)CN(C)CC3
(29) CC1(C(=O)Nc2ccc(Cl)cc2)Cc2c(-c3ccc(C(N)=O)cc3)ccnc2O1 (stereo not given)
(30) Cc1nn(C2CCS(=O)(=O)C2)c(Cl)c1/C=C/C(=O)OCC(=O)Nc1ccc2c(c1)OCO2 (stereo not given)
(31) CCCCn1nc(C(=O)N(CC)CC(=O)Nc2c(F)cccc2F)c2ccccc2c1=O
(32) CCN1CCCC1CNC(=O)c1ccc2c(c1)NC(=O)/C(=C\c1ccccc1F)S2 (stereo not given)
screen / no.	25	26	27	28	29	30	31	32
TAG inh	6	-6	15	3	5	-5	-1	34
TAG inh DAPI viability	-11	10	-7	13	-7	2	1	-3

(33) CCN(CC)C(=O)c1csc([C@H]2C[C@H](O)[C@@H](CO)O2)n1
(34) CCOC(=O)N=S(=O)(Oc1ccc([N+](=O)[O-])cc1)c1ccccc1 (stereo not given)
(35) CN(c1ccccc1)S(=O)(=O)c1cccc(NC(=O)CSc2nnc(C3CC3)n2C)c1
(36) COc1cc2c(Cc3ccccc3)cncc2cc1O
(37) CCc1ccc(OCCCC(=O)Nc2nnc(C3CCCO3)s2)cc1 (stereo not given)
(38) COc1ccc(CCNc2cc(-c3ccccc3)nc3ncnn23)cc1
(39) NC(=NC(=O)c1ccc(OCC(F)(F)F)nc1)c1ccccc1
(40) O=C(COC(=O)/C=C/c1ccc([N+](=O)[O-])cc1)NNC(=O)c1ccccc1
screen / no.	33	34	35	36	37	38	39	40
TAG inh	4	3	-4	-1	12	-9	-1	5
TAG inh DAPI viability	-9	1	-11	3	-4	8	-4	-5

(41) CCOC(=O)C1=C(C)N(C[C@@H]2CC[C@@H](Cc3ccc(-c4ccccc4)cc3)O2)C(=O)NC1c1ccc(Cl)cc1 (stereo not given in full)
(42) CC(=O)N1c2ccccc2NC(=O)C1(C)C
(43) O=C(NCc1cccs1)c1ccc(-c2ccc(F)c(F)c2)c2ccoc12
(44) COCCN(C(=S)Nc1c(C)cccc1C)C(C)c1cccs1 (stereo not given)
(45) Cc1ccc(NC(=O)N(CCCN2CCOCC2)Cc2cccnc2)cc1C
(46) CCS(=O)(=O)N1CCCC(C(=O)c2ccc(OC)cc2C)C1 (stereo not given)
(47) O=C(NCCCCNC(=O)c1c(F)c(F)c(F)c(F)c1F)c1c(F)c(F)c(F)c(F)c1F
(48) COc1ccc2c(c1)-c1nc(/N=C/c3ccc(O)c(OC)c3)sc1CC2
screen / no.	41	42	43	44	45	46	47	48
TAG inh	23	-9	-60	-12	-1	-2	22	-3
TAG inh DAPI viability	-4	5	-4	-9	6	5	-2	8

(49) NC(=O)C1CCN(C(=O)CCNS(=O)(=O)c2ccccc2F)CC1
(50) CCc1ccc(N(CC(=O)N2CCCC2)S(C)(=O)=O)cc1
(51) COc1ccccc1C(O)c1nccn1C (stereo not given)
(52) O=C1CC(N2CCN(c3ccccc3F)CC2)C(=O)N1c1ccc(F)cc1 (stereo not given)
(53) c1ccc(CSc2ncnc3c2ncn3C2CCCCO2)cc1 (stereo not given)
(54) COc1ccc2cc3cc(C(=O)N4CCN(c5ccccc5)CC4)oc3nc2c1
(55) COc1cccc(CC(=O)Nc2nc(C)cs2)c1
(56) COc1cccc(-c2nc(-c3ccccc3)nc(N3CCN(C)CC3)c2C#N)c1
screen / no.	49	50	51	52	53	54	55	56
TAG inh	17	-4	-4	2	4	7	-17	11
TAG inh DAPI viability	-1	-5	0	-5	-4	3	-8	26

(57) Cc1ccc(C(NC(=O)C2CCN(CCOc3ccc(Cl)cc3Cl)CC2)c2ccccn2)cc1 (stereo not given)
(58) COc1ccc(NC(=S)NCCc2ccc(F)cc2)c(OC)c1
(59) C#CCOCCOCCOCCNc1nc(N2CCN(C(=O)CCCCCCCCCCNC(=O)[C@H](CCCCN)n3cc(C)nn3)CC2)nc(N2CCN(C(=O)CCCCCCCCCCNC(=O)[C@@H]([C@H](C)O)n3cc(C)nn3)CC2)n1
(60) COC(=O)[C@@]1(C)[C@H]2C(=O)N(Cc3ccccc3)C(=O)[C@H]2[C@H]2CN=C(SCC(=O)c3ccccc3)N21
(61) O=C(c1cc(S(=O)(=O)N2CCOCC2)ccc1Cl)N1CCOCC1
(62) COc1cc(C)ccc1Oc1nc(-c2ccccc2O)nc2ccccc12
(63) Cc1ccc(CNC(N)=S)cc1
(64) O=C(Cc1cccs1)N/N=C/C(Cl)=C/c1ccccc1
screen / no.	57	58	59	60	61	62	63	64
TAG inh	-2	0	-11	5	-5	7	-10	-5
TAG inh DAPI viability	3	-2	1	6	0	-5	-6	2

Pulled one by one from above, two records:
(59) C#CCOCCOCCOCCNc1nc(N2CCN(C(=O)CCCCCCCCCCNC(=O)[C@H](CCCCN)n3cc(C)nn3)CC2)nc(N2CCN(C(=O)CCCCCCCCCCNC(=O)[C@@H]([C@H](C)O)n3cc(C)nn3)CC2)n1
(60) COC(=O)[C@@]1(C)[C@H]2C(=O)N(Cc3ccccc3)C(=O)[C@H]2[C@H]2CN=C(SCC(=O)c3ccccc3)N21
screen / no.	59	60
TAG inh	-11	5
TAG inh DAPI viability	1	6

Part of the list above, with tabs.
entry	structure	TAG inh	TAG inh DAPI viability
48	COc1ccc2c(c1)-c1nc(/N=C/c3ccc(O)c(OC)c3)sc1CC2	-3	8
49	NC(=O)C1CCN(C(=O)CCNS(=O)(=O)c2ccccc2F)CC1	17	-1
50	CCc1ccc(N(CC(=O)N2CCCC2)S(C)(=O)=O)cc1	-4	-5
51	COc1ccccc1C(O)c1nccn1C (stereo not given)	-4	0
52	O=C1CC(N2CCN(c3ccccc3F)CC2)C(=O)N1c1ccc(F)cc1 (stereo not given)	2	-5
53	c1ccc(CSc2ncnc3c2ncn3C2CCCCO2)cc1 (stereo not given)	4	-4
54	COc1ccc2cc3cc(C(=O)N4CCN(c5ccccc5)CC4)oc3nc2c1	7	3
55	COc1cccc(CC(=O)Nc2nc(C)cs2)c1	-17	-8
56	COc1cccc(-c2nc(-c3ccccc3)nc(N3CCN(C)CC3)c2C#N)c1	11	26
57	Cc1ccc(C(NC(=O)C2CCN(CCOc3ccc(Cl)cc3Cl)CC2)c2ccccn2)cc1 (stereo not given)	-2	3
58	COc1ccc(NC(=S)NCCc2ccc(F)cc2)c(OC)c1	0	-2
59	C#CCOCCOCCOCCNc1nc(N2CCN(C(=O)CCCCCCCCCCNC(=O)[C@H](CCCCN)n3cc(C)nn3)CC2)nc(N2CCN(C(=O)CCCCCCCCCCNC(=O)[C@@H]([C@H](C)O)n3cc(C)nn3)CC2)n1	-11	1
60	COC(=O)[C@@]1(C)[C@H]2C(=O)N(Cc3ccccc3)C(=O)[C@H]2[C@H]2CN=C(SCC(=O)c3ccccc3)N21	5	6
61	O=C(c1cc(S(=O)(=O)N2CCOCC2)ccc1Cl)N1CCOCC1	-5	0
62	COc1cc(C)ccc1Oc1nc(-c2ccccc2O)nc2ccccc12	7	-5
63	Cc1ccc(CNC(N)=S)cc1	-10	-6
64	O=C(Cc1cccs1)N/N=C/C(Cl)=C/c1ccccc1	-5	2

The listing continues.
(65) CCOC(=O)c1cnc(-n2nc(C)cc2C)nc1NCCc1ccccc1
(66) Cc1cccn2c(=O)c3cc(C(=O)N4CCN(C(=O)c5ccco5)CC4)n(C)c3nc12
(67) Cc1ccc2cc(CCNC(=O)c3ccc4c(c3)OCO4)c(=O)[nH]c2c1C
(68) Cc1cc(NC(=O)Nc2ccc(Cl)c(Cl)c2)no1
(69) Cc1oc(-c2cccc(Cl)c2)nc1CSCC(=O)O
(70) COc1cccc(OC)c1OCCN(C)C
(71) CN(C(=O)COc1ncnc2c1cnn2-c1ccccc1)C1CCCCC1
(72) COC(=O)CCCC1=CC2=CC(=O)C(C)(OC(=O)c3cccs3)C(=O)C2=CN1CC1CC1 (stereo not given)
screen / no.	65	66	67	68	69	70	71	72
TAG inh	-61	4	9	-17	3	-6	-12	7
TAG inh DAPI viability	7	22	-9	19	2	6	7	-4

(73) COc1cccc(/C(C)=N/Nc2ccc(S(=O)(=O)N3CCCCC3)cn2)c1
(74) COc1ccc(/C=C2\SC(=S)N(CCC(=O)N3CCOCC3)C2=O)cc1OC
(75) Cc1ccc2c(c1)N(CC(=O)NCCCN1CCOCC1)C(=O)c1cccnc1O2
(76) Cc1ccc(C(=O)N/C(=C\c2cccs2)C(=O)N2CCOCC2)cc1C
(77) O=C(/C=C/c1ccco1)N(c1ccccn1)c1ccccn1
(78) O=c1[nH]nc(Sc2ccccc2)c(=S)[nH]1
(79) OCCC1CN(CCCc2ccccc2)CCN1CCc1ccccc1 (stereo not given)
(80) Cn1ccnc1C1CCCCN1C(=O)c1cc(COc2ccc(F)cc2F)on1 (stereo not given)
screen / no.	73	74	75	76	77	78	79	80
TAG inh	9	-2	-11	-20	-3	-32	-4	-7
TAG inh DAPI viability	-1	-4	-6	3	-2	-1	7	4

(81) Nc1nc(SCC(=O)Nc2ccc([N+](=O)[O-])cc2)[nH]c(=O)c1NC(=O)c1ccc(Br)o1
(82) COC(=O)c1ccc(S(=O)(=O)N(Cc2ccccc2)Cc2ccccc2)n1C
(83) Cc1csc(SCC(=O)NC(=O)NCCC(C)C)n1
(84) CN(C)CCCN(C(=O)c1ccco1)c1nc2cc3c(cc2s1)OCO3
(85) CC(=O)C1C(c2ccc(Cl)cc2)c2c(noc2C)CC1(C)O (stereo not given)
(86) CC(C)(C)NC(=O)C(OC(=O)c1cccs1)c1ccccc1 (stereo not given)
(87) O=C(Nc1ccc2c(c1)OCO2)c1ccc2c(c1)S(=O)(=O)c1ccccc1C2=O
(88) CCN(CC)S(=O)(=O)c1cccc(NC(=O)C2CC(=O)N(c3ccc4c(c3)OCCO4)C2)c1 (stereo not given)
screen / no.	81	82	83	84	85	86	87	88
TAG inh	-9	2	-4	22	2	6	5	-4
TAG inh DAPI viability	0	-1	-3	-16	-9	-6	-4	-3

(89) Cc1ccc2cc(CCNC(=O)c3ccc(S(=O)(=O)N4CCCCC4)cc3)c(=O)[nH]c2c1
(90) CCc1ccccc1N(C)S(=O)(=O)c1ccc2[nH]cc(C(=O)O)c(=O)c2c1
(91) Cc1csc(NC(=O)CCCc2cccs2)n1
(92) O=C(NC(Cc1c[nH]c2ccccc12)C(=O)O)c1ccc(Br)cc1 (stereo not given)
(93) O=C(NCCCN1CCOCC1)NC1CCCCC1
(94) O=C1C(=O)N(Cc2ccco2)C(c2cccc(Cl)c2)/C1=C(\O)c1ccc2c(c1)OCCO2 (stereo not given)
screen / no.	89	90	91	92	93	94
TAG inh	5	-11	-32	-9	-14	-12
TAG inh DAPI viability	-5	5	0	-4	16	0

Compound activity (PubChem)
